From PubChem
KCNK3 block – human KCNK3 channel inhibitors, primary screen, CHO cells, FluxOR thallium flux, B-score; FluxOR fluorescence; active compounds read low; Potassium channel subfamily K member 3 (Homo sapiens), O14649; AID 602410, 2012; 0.84% of 340,000 active; B-score at 10 µM;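 active means B-score under library mean minus 4 SD, starting fluorescence ratio at most library mean plus 5 SD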;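 further: more negative B-score means stronger inhibition of thallium flux through KCNK3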
GSK3A inh – blockers of GSK3A enzyme activity – biochemical, luminescence, cell-free homogeneous, HTS, primary screen; 0.1% of 320,000 active; inhibition, % at 10 µM; AID 2650, 2010; GSK-3 alpha kinase, ADP-Glo luminescence, 60 min;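 in the data active means inhibition above about 50%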;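 further: GST-tagged GSK-3 alpha with peptide substrate and 25 µM ATP; 0% = DMSO neutral wells and 100% = GW8510 positive control wells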
Target sequence (P49840 whole entry, looked up): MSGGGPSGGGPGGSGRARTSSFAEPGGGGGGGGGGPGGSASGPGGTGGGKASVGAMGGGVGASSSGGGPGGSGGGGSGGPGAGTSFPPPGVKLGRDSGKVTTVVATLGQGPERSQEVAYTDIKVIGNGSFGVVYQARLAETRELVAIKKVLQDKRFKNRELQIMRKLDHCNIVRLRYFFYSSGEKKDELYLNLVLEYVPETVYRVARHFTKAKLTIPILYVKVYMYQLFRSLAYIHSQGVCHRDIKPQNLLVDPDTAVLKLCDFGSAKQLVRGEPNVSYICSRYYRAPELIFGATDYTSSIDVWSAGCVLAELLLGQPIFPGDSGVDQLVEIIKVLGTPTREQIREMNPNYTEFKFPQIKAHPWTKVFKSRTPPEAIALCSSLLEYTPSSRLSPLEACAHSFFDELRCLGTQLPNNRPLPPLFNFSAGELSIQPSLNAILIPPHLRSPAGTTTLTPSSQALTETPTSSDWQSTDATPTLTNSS
hERG protect – hERG rescue from dofetilide block, primary screen, cell-based, CHO-hERG, FluxOR thallium flux, dofetilide IC70 | Voltage-gated inwardly rectifying potassium channel KCNH2 (Homo sapiens), Q12809 | dofetilide IC70 present | activation (rescue from dofetilide block), less the hit threshold, % at 10 µM | 0.51% of 310,000 active;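 active means activation above the mean of controls blocked by dofetilide plus 5 SD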;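 further: thallium influx through hERG after potassium depolarization seen as dye fluorescence rise; in these data hits start at about 4.7%; inactives centre near -7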
GSK3beta inhib – human GSK3beta kinase inhibitors, primary screen, biochemical, cell-free homogeneous, HTS | Glycogen synthase kinase-3 beta (Homo sapiens), P49841 | GST-GSK3beta kinase, ADP-Glo luminescence, 60 min; active compounds read low | activity score (negative = inhibition), % at 10 µM | 0.038% of 300,000 active;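 active means more than half of replicate wells score below -50%, meaning over 50% inhibition versus plate controls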;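 further: 0% = median DMSO wells and -100% = median GW8510 positive control wells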
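Test system – GST-tagged human GSK3beta kinase, cell-free · Incubation – 60 min enzyme reaction, room temperature · Signal – ADP-Glo luminescence · Also added – peptide substrate and ATP at 25 µM · Controls – DMSO neutral wells and GW8510 at 20 µM as positive · Buffer or medium – Tris/MgCl2 kinase buffer · Measure – Luminescence-derived activity versus plate DMSO and GW8510 wells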
KCNK9 inh – KCNK9 potassium channel inhibitors, primary screen, HEK293 cells, thallium flux. FluxOR thallium flux fluorescence; active compounds read low. 1.2% of 310,000 active. Potassium channel subfamily K member 9 (Homo sapiens), Q9NPC2. B-score at 10 µM;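 active means ratio B-score over 3 SD below the library mean, with starting fluorescence within 5 SD of its mean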;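 further: negative B-score means less thallium flux so channel inhibition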
Target sequence (Q9NPC2 whole entry, looked up): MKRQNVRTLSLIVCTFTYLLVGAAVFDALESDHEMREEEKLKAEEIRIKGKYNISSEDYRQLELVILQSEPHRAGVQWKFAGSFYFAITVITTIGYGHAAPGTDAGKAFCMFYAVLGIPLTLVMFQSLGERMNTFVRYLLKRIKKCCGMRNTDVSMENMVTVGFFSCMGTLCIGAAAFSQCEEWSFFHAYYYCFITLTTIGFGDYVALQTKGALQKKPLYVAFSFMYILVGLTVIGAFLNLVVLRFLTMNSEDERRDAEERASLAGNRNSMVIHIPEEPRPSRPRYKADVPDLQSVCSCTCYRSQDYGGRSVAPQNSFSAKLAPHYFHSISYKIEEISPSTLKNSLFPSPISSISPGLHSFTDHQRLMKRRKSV
KCNQ1 pot – potentiators or activators of KCNQ1 channel, primary screen, cell-based, thallium flux, high-throughput; B-score at 10 µM; CHO-K1 KCNQ1, thallium flux FluxOR fluorescence; active compounds read high; 0.35% of 310,000 active;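 active means fluorescence ratio B-score, a plate-corrected score, at least three library SD, with initial intensity B-score within 5 SD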
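Material: CHO-K1 cells stably expressing KCNQ1. Medium: assay buffer for compound exposure, DMSO matched across wells. Reagent: K+/Tl+ depolarizing stimulus. Compound dosing: single-concentration screen. Times: 37 °C overnight plating, 90-min dark dye load, 20-min compound pretreatment. Technique: FluxOR Tl+ flux fluorescence.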
RGS4 inh – RGS4 inhibitors, primary screen, cell-based, HEK293 M3R inducible RGS4, calcium flux. B-score at 10 µM. 0.45% of 310,000 active. Fluo-4 calcium flux; active compounds read high; triggered by carbachol at its EC20. Regulator of G-protein signaling 4 (Homo sapiens), P49798;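 active means B-score, a plate-corrected calcium signal, over three deviations above library mean, with baseline fluorescence within five deviations of library mean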;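 further: RGS4 expression induced by doxycycline in cells with stable M3 receptor; B-score is computed from the integrated fluorescence ratio over baseline after carbachol; higher B-score means a larger calcium signal and so more RGS4 inhibition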
Target sequence (P49798 whole entry, looked up): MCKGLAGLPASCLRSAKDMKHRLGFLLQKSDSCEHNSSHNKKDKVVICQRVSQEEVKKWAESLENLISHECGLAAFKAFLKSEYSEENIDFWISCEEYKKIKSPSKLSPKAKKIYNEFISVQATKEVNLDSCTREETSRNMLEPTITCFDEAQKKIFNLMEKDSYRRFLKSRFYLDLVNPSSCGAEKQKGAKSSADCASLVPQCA
RGS4 pot – RGS4 potentiators or activators, primary screen, cell-based, HEK293 M3R inducible RGS4, calcium flux; carbachol calcium flux Fluo4; active compounds read low; B-score at 10 µM; 0.92% of 310,000 active; AID 463111, 2010;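 active means B-score of the integrated calcium signal more than 4 SD below the library mean, with starting fluorescence not abnormally high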;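 further: negative B-score means reduced calcium response which marks RGS4 activation or potentiation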
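Assay system: HEK293 FlpIn-TREx cells, stable M3R, doxycycline-inducible RGS4 / Probe or stimulus: carbachol, ECmax concentration / Times: overnight RGS4 induction, 30 min dye load 37 °C, 20 min compound RT / Signal: kinetic calcium fluorescence imaging with Fluo4-AM dye, 2 µM / Measure: Agonist-evoked peak-minus-minimum fluorescence over baseline, integrated ratio, B score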
Dyrk1A ADPGlo – rat Dyrk1A kinase inhibitors, primary screen, biochemical, single point, plate reader; inhibition, % at 12.5 µM; ADP-Glo luminescence, NFATc1 peptide; Dual specificity tyrosine-phosphorylation-regulated kinase 1A (Rattus norvegicus), Q63470; 0.43% of 310,000 active; in the data active means inhibition above about 50%;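 further: plate controls were vehicle with enzyme for no effect and no enzyme for full effect; many of its hits are not listed in these tables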
KCNQ1 inh – inhibitors of human KCNQ1 channel, primary screen, cell-based, thallium flux, high-throughput. Potassium voltage-gated channel subfamily KQT member 1 (Homo sapiens), P51787. CHO-K1 KCNQ1, FluxOR thallium flux fluorescence; active compounds read high. B-score at 10 µM. 1.3% of 310,000 active. AID 2642, 2010;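 active means compounds whose thallium flux B-score, printed positive for inhibition, exceeds three library SD while starting fluorescence stays within three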;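 further: channel opened by potassium depolarization with thallium stimulus after 20 min compound exposure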
PolyA inhibitor – polyadenylation inhibitors in yeast reporter cells, primary screen, luminescence, S. cerevisiae; S. cerevisiae SKY197-pL101 polyadenylation reporter, beta-gal luminescence; efflux-impaired pdr1/pdr3 knockout yeast; score 100 = 6 SD above DMSO; AID 1875, 2009; calls only at 12 µM; 0.02% of 300,000 active;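 active means lowest replicate activity score at least 50, where 100 means six control SD above control mean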;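 further: yeast exposed to compound for 9 h at 30 °C; higher score means more reporter readthrough which indicates perturbed polyadenylation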
* = called active by the depositor; i = inactive; x = no result given. A portion of the library; count on the stated rates, not on these rows.

SMILES	KCNK3 block	GSK3A inh	hERG protect	GSK3beta inhib	KCNK9 inh	KCNQ1 pot	RGS4 inh	RGS4 pot	Dyrk1A ADPGlo	KCNQ1 inh	PolyA inhibitor
CC(C)C(NC(=O)c1ccccc1)C(=O)NCc1ccccn1 (configuration not stated)	i	-3	-11	-1	i	i	i	i	8	i	i
CSc1ccccc1NC(=O)CN(C)CC(=O)Nc1c(F)cccc1F	i	14	-1	3	i	i	i	i	0	i	i
COc1cc(COc2ccc3c(C)c(Cc4ccccc4)c(=O)oc3c2)cc(OC)c1OC	i	-1	-13	-1	i	i	i	i	-2	i	i
NS(=O)(=O)c1cccn1-c1ncc(C(F)(F)F)cc1Cl	i	4	-7	-3	i	i	i	i	3	i	i
COc1ccc(NC(=O)NN2CCOCC2)cc1OC	i	1	-16	3	i	i	i	i	0	i	i
COc1ccc(OC)c(NC(=O)CCN2CC(C)OC(C)C2)c1 (configuration not stated)	i	0	-17	5	i	i	i	i	-4	i	i
CC(C)C[C@H](NC(=O)c1[nH]cnc1C(=O)Nc1ccc(Cl)cc1)C(=O)OC(C)(C)C	i	2	4	0	i	i	i	i	3	i	i
CC(=O)Nc1ccc(C(=O)CS(=O)(=O)c2ccc(C)cc2)cc1	i	-1	-6	1	i	i	i	i	7	i	i
O=C(O)c1csc(N/N=C/c2ccc(Br)cc2)n1	i	x	-2	0	i	i	i	i	-3	i	i
COc1cc(C(=O)Nc2ccc(Cl)c([N+](=O)[O-])c2)cc(OC)c1OC	i	-1	-7	-5	i	i	i	i	0	i	i
O=C(Nc1cccnc1)c1ccccc1-c1nc(-c2ccccc2F)no1	i	4	-19	-4	i	i	i	i	22	i	i
Cc1cccc(C(=O)NCCCNC(=O)c2ccccn2)c1	i	-1	-7	-4	i	i	i	i	4	i	i
COc1ccc(CNCCCC(=O)Nc2c(Cl)ccc(C)c2Cl)cc1OC	i	2	-7	1	i	i	i	i	1	i	i
Cn1c(C2CCCN2C(=O)OC(C)(C)C)n[nH]c1=S (configuration not stated)	i	1	-4	2	i	i	i	i	3	i	i
CCN(C(=O)COC(=O)c1cc(S(=O)(=O)N2CCOCC2)ccc1F)C1CCS(=O)(=O)C1 (configuration not stated)	i	-3	-10	1	i	i	i	i	10	i	i

Filtered by structure, the compounds so far containing fluorine
SMILES	KCNK3 block	GSK3A inh	hERG protect	GSK3beta inhib	KCNK9 inh	KCNQ1 pot	RGS4 inh	RGS4 pot	Dyrk1A ADPGlo	KCNQ1 inh	PolyA inhibitor
CSc1ccccc1NC(=O)CN(C)CC(=O)Nc1c(F)cccc1F	i	14	-1	3	i	i	i	i	0	i	i
NS(=O)(=O)c1cccn1-c1ncc(C(F)(F)F)cc1Cl	i	4	-7	-3	i	i	i	i	3	i	i
O=C(Nc1cccnc1)c1ccccc1-c1nc(-c2ccccc2F)no1	i	4	-19	-4	i	i	i	i	22	i	i
CCN(C(=O)COC(=O)c1cc(S(=O)(=O)N2CCOCC2)ccc1F)C1CCS(=O)(=O)C1 (configuration not stated)	i	-3	-10	1	i	i	i	i	10	i	i

Continued.
SMILES	KCNK3 block	GSK3A inh	hERG protect	GSK3beta inhib	KCNK9 inh	KCNQ1 pot	RGS4 inh	RGS4 pot	Dyrk1A ADPGlo	KCNQ1 inh	PolyA inhibitor
Cc1ccccc1C(=O)Nc1cc(S(=O)(=O)N2CCCCC2)ccc1N1CCN(C)CC1	i	-2	-8	2	i	i	i	i	-5	i	i
Cc1c(CC(=O)NCCCC(=O)O)c(=O)oc2c(C)c3oc4c(c3cc12)CCCC4	i	0	-4	5	i	i	i	i	-1	i	i
CCNC(=O)CN1C(=O)NC2(CCOc3ccccc32)C1=O (configuration not stated)	i	-1	-6	2	i	i	i	i	2	i	i
O=C(Nc1nc2ccccc2[nH]1)Nc1ccccc1F	i	1	-2	1	i	i	i	i	6	i	i
CCOc1ccc(C(=O)NNC(=O)C2CC(=O)N(c3ccc(C)cc3)C2)cc1 (configuration not stated)	i	1	-13	-2	i	i	i	i	0	i	i
CC(C)CN(C(=O)COC(=O)CNC(=O)c1ccc(Cl)cc1)C1CCS(=O)(=O)C1 (configuration not stated)	i	-1	-6	-2	i	i	i	i	x	i	i
COC(=O)Cn1ncc(N2CC(C)OC(C)C2)c(Cl)c1=O (configuration not stated)	i	-1	-7	0	i	i	i	i	-4	i	i
CCOC(=O)C1CCN(c2cc(=O)n(-c3ccccc3Cl)c(=O)[nH]2)CC1	i	-1	-1	3	i	i	i	i	-3	i	i
CC(Sc1nc2ccccc2[nH]1)C(=O)NC1CCCCC1C (configuration not stated)	i	0	-8	2	i	i	i	i	-6	i	i
Cc1cccc(/C(N)=N/OC(=O)CCCN2C(=O)c3ccccc3C2=O)c1	i	-1	-3	0	i	i	i	i	-6	i	i
CCCc1cc(=O)n2[nH]c(C)c(-c3ccc(OC)cc3)c2n1	i	-2	-7	4	i	i	i	i	12	i	i
NC(=O)COC(=O)c1cc(=O)[nH]c2ccccc12	i	2	-8	0	i	i	i	i	16	i	i
Cc1cc(NC(=O)CSc2nc(-c3cccnc3)ccc2C#N)no1	i	-1	-10	-28	i	i	i	i	20	i	i
Cc1cccc(C(C(=O)NC2CCCCC2)N(C(=O)c2csnn2)C2CC2)c1 (configuration not stated)	i	-4	-8	0	i	i	i	i	6	i	i
CC(=O)c1cc(C(=O)N2CCc3c([nH]c4ccccc34)C2CC(C)C)[nH]n1 (configuration not stated)	i	-2	-8	-2	i	i	i	i	3	i	i
CC(C)NC(=O)CCN1C(=O)c2ccccc2Sc2ncccc21	i	-4	-5	3	i	i	i	i	3	i	i
O=C(/C=C/c1ccco1)N(Cc1cccc(Cl)c1)C1CCS(=O)(=O)C1 (configuration not stated)	i	0	-13	-3	i	i	i	i	2	i	i
O=C(O)c1cnn2c(-c3ccc(F)cc3)ccnc12	i	-1	-8	-2	i	i	i	i	-2	i	i
CCOCCCNCc1ccc(Cl)cc1	i	-2	-3	1	i	i	i	i	-2	i	i
CCOc1ccc(NC(=O)c2cccc3c2C(=O)N(CCOC)C3)cc1	i	x	-15	-8	i	i	i	i	-2	i	i
CCCc1ccc(-c2ccc(-c3noc(-c4ccncc4)n3)cc2)nc1	i	-5	-8	1	i	i	i	i	4	i	i
CCn1c(Cc2ccccc2)nnc1SCC(=O)NC(C)(C)C	i	x	3	3	i	i	i	i	0	i	i
CN(C)CCCN(C(=O)c1ccc(S(=O)(=O)N2CCOCC2)cc1)c1nc2ccc(F)cc2s1	i	1	-8	3	i	i	i	i	6	i	i
O=C(NCc1ccc2c(c1)OCO2)c1cnc2n(c1=O)CCS2	i	-1	-9	-1	i	i	i	i	11	i	i
Cc1ccc(NC(=O)N2CCC(C(=O)Nc3ccc(C)cc3C)CC2)cc1	i	-1	-8	3	i	i	i	i	-2	i	i
Cc1nn(C(=O)c2ccco2)c(C)c1Sc1ccc([N+](=O)[O-])cc1	i	-1	-6	-2	i	i	i	i	4	i	i
CC(C(=O)N1CC2(C)CC1CC(C)(C)C2)N1C(=O)c2ccccc2C1=O (configuration not stated)	i	-2	-5	8	i	i	i	i	7	i	i
C=CCOc1c(Cl)cc(CNn2cn[nH]c2=S)cc1OC	i	0	-13	3	i	i	i	i	3	i	i
COc1ccc(-c2nn(-c3ccccc3)cc2C(=O)N2CCN(S(=O)(=O)c3cccc(F)c3)CC2)cc1	i	-1	-13	-2	i	i	i	i	12	i	i
C=CCN1C(=O)c2ccc(C(=O)N(C)CC(=O)Nc3cccc(F)c3)cc2C1=O	i	-3	-10	5	i	i	i	i	-6	i	i
COc1cc(C(=O)N/C(=C\c2cn(C)c3ccccc23)C(=O)NCCN2CCOCC2)cc(OC)c1OC	i	-1	-3	0	i	i	i	i	1	i	i
Cc1ccc(/C=C/C(=O)Nc2cc(=O)n(C)c(=O)n2C)o1	i	0	0	2	i	i	i	i	-2	i	i
Clc1ccc(-c2ccc(/C=N/Nc3cc(N4CCOCC4)nc(N4CCOCC4)n3)o2)cc1	i	-6	-13	0	i	i	i	i	12	i	i
O=C(Cc1cccs1)NCCc1cn2ccccc2n1	i	-1	-7	-1	i	i	i	i	-3	i	i
O=[N+]([O-])/C(C=Nc1ccccc1O)=C\Nc1ccccc1O	i	x	-12	-1	i	i	i	i	-6	i	i
Cc1cc(C)nc(SCC(=O)NC2=NC(=O)C(C)S2)n1 (configuration not stated)	x	-2	-5	0	i	i	i	i	x	i	i
O=C(O)c1ccc(CSc2nnnn2C2CCCCC2)cc1	i	-3	-10	2	i	i	i	i	-3	i	i
Cc1cc[n+](-c2nc([O-])sc2/C=N/Nc2ccc([N+](=O)[O-])cc2)cc1	i	-1	4	2	i	i	i	i	0	i	i
Cc1nc2ccc(C(=O)Nc3cccc([N+](=O)[O-])c3)cc2s1	i	-3	-13	-5	i	i	i	i	40	i	i
O=C(CCCCCN1C(=O)[C@@H]2Cc3ccccc3CN2C1=O)NCCc1ccccc1	i	-4	-14	-7	i	i	i	i	x	i	i
Cc1ccc(NC(=S)NNC(=O)c2ccco2)cc1	i	-4	-6	x	i	i	i	i	-7	i	i
